# Mcl1 Bid PPI: disrupts binding of human Mcl-1 to Bid peptide | TR-FRET Mcl-1/Bid-Dy647 peptide binding, 1536-well | inhibition, % at 21.7 µM | 220,000 compounds, 0.97% hits | AID 1021;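 active means compounds that cut the binding signal by more than half at the single screening dose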;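 further: His-tagged Mcl-1 with europium anti-His antibody binding Bid BH3 peptide; 0% = Mcl-1 plus peptide wells and 100% = peptide-only wells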
# Target sequence (Q07820 whole entry, looked up): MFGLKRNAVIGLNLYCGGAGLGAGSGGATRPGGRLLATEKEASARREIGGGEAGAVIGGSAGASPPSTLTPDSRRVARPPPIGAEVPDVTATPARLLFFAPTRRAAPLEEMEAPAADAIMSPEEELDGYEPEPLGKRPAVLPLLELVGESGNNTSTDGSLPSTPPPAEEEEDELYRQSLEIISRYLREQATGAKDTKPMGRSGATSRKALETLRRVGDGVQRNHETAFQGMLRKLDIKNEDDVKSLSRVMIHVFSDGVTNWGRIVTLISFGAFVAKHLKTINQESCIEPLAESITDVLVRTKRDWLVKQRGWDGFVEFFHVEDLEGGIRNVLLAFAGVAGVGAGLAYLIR
# Pf gametocyte: kills late stage P. falciparum gametocytes | P. falciparum stage V gametocytes, ATP luminescence, 24 h | inhibition, % at 10.9 µM | 150,000 compounds, 0.065% hits | AID 743093;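 active means inhibition above the mean plus 3 SD of compounds within the control limits, set per campaign, cut at about 38% in these data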;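 further: 0% = DMSO wells and 100% = medium only without gametocytes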
# RGS8-Gao: regulators of human RGS8-Galphao interaction | P09471 | multiplexed bead flow cytometry, RGS8-Galphao binding; actives lie on both sides | response (percent of control binding), % at 10 µM | 220,000 compounds, 0.34% hits | AID 1423; in the data active means response below about 60% or above about 140%; inactive means in between;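 further: Galphao activated as the GDP aluminium fluoride complex binding bead-coupled RGS8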
# Target sequence (P09471 whole entry, looked up): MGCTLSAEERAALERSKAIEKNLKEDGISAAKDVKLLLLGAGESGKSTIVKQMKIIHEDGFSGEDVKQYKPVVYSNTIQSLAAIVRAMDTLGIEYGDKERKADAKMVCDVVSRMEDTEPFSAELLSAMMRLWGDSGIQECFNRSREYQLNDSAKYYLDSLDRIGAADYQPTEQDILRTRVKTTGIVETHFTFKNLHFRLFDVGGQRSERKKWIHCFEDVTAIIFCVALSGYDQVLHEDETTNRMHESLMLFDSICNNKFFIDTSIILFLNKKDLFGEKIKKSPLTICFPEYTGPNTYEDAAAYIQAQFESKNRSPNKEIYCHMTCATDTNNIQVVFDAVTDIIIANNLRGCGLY
# Mcl1 Noxa PPI: disrupts binding of human Mcl-1 to Noxa peptide; Q07820; TR-FRET Mcl-1/Noxa peptide binding, 2 h; inhibition, % at 21.7 µM; 220,000 compounds, 1.5% hits; AID 1022;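 active means compounds that cut the protein-peptide binding signal by more than 50% relative to plate controls in a single-dose test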;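 further: His-tagged Mcl-1 with rhodamine Noxa BH3 peptide and terbium anti-His antibody; 0% = Mcl-1 plus Noxa peptide wells and 100% = peptide-only wells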
# * = called active by the depositor; nt = not tested or not shown.
mol	Mcl1 Bid PPI	Pf gametocyte	RGS8-Gao	Mcl1 Noxa PPI
c1ccc(CCN2CCC3(CC2)OCCO3)cc1	nt	-28	nt	nt
COC(=O)C1=C(c2cc3ccccc3s2)C[C@@H]2CC[C@H]1N2C(=O)NCc1ccccc1	nt	-5	nt	nt
CC(C)(C)c1cc(OC(=O)Cc2ccccc2)ccc1O	nt	-10	nt	nt
C=CCN1C(=O)/C(=C/c2ccc(Br)s2)C(=O)NC1=S	nt	14	nt	nt
COc1ccc(-c2nn(CCC#N)cc2C(=O)Nc2cccc([N+](=O)[O-])c2)cc1OC	nt	-1	nt	nt
O=c1[nH]c(=S)[nH]c(O)c1/C=C1/C=c2ccccc2=N1	nt	-16	nt	nt
COc1ccc(CC(C)NCCc2ccc(OC)c(OC)c2)cc1 (stereo unspecified)	nt	-6	nt	nt
COC(=O)C1=C(c2ccccc2OCc2ccccc2)C[C@@H]2CC[C@H]1N2C(=O)NCCOc1ccc(OC)cc1	nt	-4	nt	nt
CCC1(OC(=O)c2ccccc2)CC(C)N(C)CC1C (stereo unspecified)	nt	17	nt	nt
COc1cc(CNCCc2ccc3c(c2)OCO3)ccc1O	nt	22	nt	nt
OC(CN1CCOCC1)c1csc2ccccc12 (stereo unspecified)	nt	4	nt	nt
CC(=Nc1ccc(F)cc1)c1c(O)n(C)c(=O)[nH]c1=O	nt	3	nt	nt
C=CCn1c(O)c(/C=C2/C=c3ccccc3=N2)c(=O)[nH]c1=S	nt	17	nt	nt
COC(=O)C1=C(c2ccc3ccccc3c2)C[C@@H]2CC[C@H]1N2C(=O)N1CCOCC1	nt	-10	nt	nt
COc1ccc(CN2CCNCC2)cc1	nt	-5	nt	nt

# Pulled by compound from the list above (5):
mol	Mcl1 Bid PPI	Pf gametocyte	RGS8-Gao	Mcl1 Noxa PPI
COc1cc(CNCCc2ccc3c(c2)OCO3)ccc1O	nt	22	nt	nt
COc1ccc(-c2nn(CCC#N)cc2C(=O)Nc2cccc([N+](=O)[O-])c2)cc1OC	nt	-1	nt	nt
CCC1(OC(=O)c2ccccc2)CC(C)N(C)CC1C (stereo unspecified)	nt	17	nt	nt
O=c1[nH]c(=S)[nH]c(O)c1/C=C1/C=c2ccccc2=N1	nt	-16	nt	nt
C=CCN1C(=O)/C(=C/c2ccc(Br)s2)C(=O)NC1=S	nt	14	nt	nt

# Back to the main list, repeating the two entries before the break.
mol	Mcl1 Bid PPI	Pf gametocyte	RGS8-Gao	Mcl1 Noxa PPI
COC(=O)C1=C(c2ccc3ccccc3c2)C[C@@H]2CC[C@H]1N2C(=O)N1CCOCC1	nt	-10	nt	nt
COc1ccc(CN2CCNCC2)cc1	nt	-5	nt	nt
CN1C(=O)/C(=C\c2ccc(Br)s2)C(=O)NC1=S	nt	-11	nt	nt
COC(=O)C1=C(c2cc3ccccc3s2)C[C@@H]2CC[C@H]1N2C(=O)N1CCCCC1	nt	10	nt	nt
O=S(=O)(NC1CCCCCCC1)OCC(Cl)(Cl)Cl	nt	-24	nt	nt
COC(=O)C1=C(c2ccccc2OCc2ccccc2)C[C@@H]2CC[C@H]1N2C(=O)NCc1ccc(OC)cc1	nt	2	nt	nt
COC(=O)C1=C(c2ccc(C(C)=O)cc2)C[C@@H]2CC[C@H]1N2C	nt	-4	nt	nt
COc1ccc(C(=O)N2CCC3(CC2)OCCO3)cc1	nt	-16	nt	nt
COc1cccc(-c2nn(CCC#N)cc2C(=O)Nc2ccccc2Cl)c1	nt	-1	nt	nt
C=CCn1c(C)c(C=C2C(=O)NC(=O)NC2=O)c2ccccc21	nt	-6	nt	nt
CCOC(=O)[C@]12Cc3cc(C)ccc3[C@H]1N(Cc1ccccc1)C(=O)c1ccccc12	nt	-22	nt	nt
C[C@]12CC[C@H](O)C[C@H]1CC[C@@H]1C2CC[C@]2(C)[C@@H](C3=CC(=O)OC3)[C@@H](O)C[C@]12O (stereo partly specified)	nt	3	nt	nt
COC(=O)C1=C(c2ccc(OC)c(OC)c2)C[C@@H]2CC[C@H]1N2C(=O)NC1CCCCC1	nt	5	nt	nt
COC(=O)C1=C(c2ccc(OC(F)(F)F)cc2)C[C@@H]2CC[C@H]1N2C(=O)NCCNC(C)=O	nt	14	nt	nt
COc1ccccc1C1CC2CCC(C1OC(C)=O)N2Cc1ccccc1 (stereo unspecified)	nt	-14	nt	nt
N#CC1=C(N)Oc2c(c(=O)oc3ccccc23)C1c1ccc(OC(=O)N2CCOCC2)cc1 (stereo unspecified)	nt	-1	nt	nt
COC(=O)C1=C(c2ccc(-c3ccccc3)c(F)c2)C[C@@H]2CC[C@H]1N2C(=O)NC(C)C	nt	-5	nt	nt

# Single values from the entries so far.
# For Pf gametocyte, COc1ccccc1C1CC2CCC(C1OC(C)=O)N2Cc1ccccc1 (stereo unspecified) shows -14
# For Pf gametocyte, COC(=O)C1=C(c2ccc(C(C)=O)cc2)C[C@@H]2CC[C@H]1N2C shows -4

# (cont.)
mol	Mcl1 Bid PPI	Pf gametocyte	RGS8-Gao	Mcl1 Noxa PPI
COCCOC(=O)c1c(N)n(Cc2ccco2)c2nc3ccccc3nc12	nt	-2	nt	nt
COC(=O)C1=C(c2ccc(F)cc2F)C[C@@H]2CC[C@H]1N2C(=O)NCc1ccc2c(c1)OCO2	nt	-3	nt	nt
c1ccc(C(OCCN2CCN(c3ncccn3)CC2)c2ccccc2)cc1	nt	11	nt	nt
C[C@@H]1O[C@@H](O[C@@H]2C=C3CC[C@@H]4C(CC[C@]5(C)[C@@H](c6ccc(=O)oc6)CC[C@]45O)[C@@]3(C)CC2)[C@H](O)[C@H](O)[C@H]1O (stereo partly specified)	nt	13	nt	nt
COC(=O)C1=C(c2c(C)noc2C)C[C@@H]2CC[C@H]1N2C(=O)NCCOc1ccc(OC)cc1	nt	-10	nt	nt
COc1ccc(CC(C)NCCC(c2ccccc2)c2ccccc2)cc1 (stereo unspecified)	nt	1	nt	nt
COC(=O)C1=C(c2ccc(OCc3ccccc3)cc2)C[C@@H]2CC[C@H]1N2C(=O)NCc1cccc(C(F)(F)F)c1	nt	3	nt	nt
FC(F)(F)c1cccc(NC2=NCCCS2)c1	nt	-14	nt	nt
COC(=O)C1=C(c2cccc(OCc3ccccc3)c2)C[C@@H]2CC[C@H]1N2C(=O)NCc1ccc(Br)cc1	nt	-10	nt	nt
COc1cc(OC)c(OC)cc1CNCCc1ccc2c(c1)OCO2	nt	15	nt	nt
COC(=O)C1=C(c2ccc(-c3ccccc3)c(F)c2)C[C@@H]2CC[C@H]1N2C(=O)N1CCC(C)CC1	nt	10	nt	nt
COC(=O)C1=C(c2ccc(F)cc2OCc2ccccc2)C[C@@H]2CC[C@H]1N2C(=O)NCc1ccc(OC)c(OC)c1	nt	-7	nt	nt
COc1cc(CN2CC3CC(C2)c2cccc(=O)n2C3)cc(OC)c1OC (stereo unspecified)	nt	10	nt	nt
CCCNC(=O)N1[C@H]2CC[C@@H]1C(C(=O)OC)=C(c1cccc(C#N)c1)C2	nt	0	nt	nt
COC(=O)C1=C(c2ccc(S(C)(=O)=O)cc2)C[C@@H]2CC[C@H]1N2C(=O)N1CCC(C)CC1	nt	3	nt	nt
CCCCCn1c(=O)c(C(=O)NCc2ccc(Cl)cc2)c(O)c2ccccc21	nt	8	nt	nt
CN1C(=O)CN=C(c2ccccc2Cl)c2cc(Br)ccc21	nt	-16	nt	nt
COC(=O)C(Cc1ccc(N(CCCl)CCCl)cc1)N=Cc1ccccc1O (stereo unspecified)	nt	2	nt	nt
O=[N+]([O-])c1ccccc1CNCCc1c[nH]c2ccccc12	nt	-7	nt	nt
CN(C)C(=O)Oc1ccc(NC(=O)N2CCOCC2)cc1	nt	4	nt	nt
Oc1ccc(-[n+]2c(-c3ccccc3)cc(-c3ccccc3)cc2-c2ccccc2)cc1	nt	-13	nt	nt
NCCc1c(Cc2ccccc2)[nH]c2ccccc12	nt	-2	nt	nt
Cc1c(Oc2cc(NN3CCCCC3)c([N+](=O)[O-])cc2[N+](=O)[O-])cccc1[N+](=O)[O-]	nt	15	nt	nt
COC(=O)C1=C(c2cc3ccccc3s2)C[C@@H]2CC[C@H]1N2C(=O)NCCCOC(C)C	nt	-3	nt	nt
O=C(Nc1ccccc1)c1c(O)[nH]c(=S)[nH]c1=O	nt	29	nt	nt
COC(=O)C1=C(c2ccc(Cl)c(C(F)(F)F)c2)C[C@@H]2CC[C@H]1N2C(=O)NCCNC(C)=O	nt	16	nt	nt
Cc1ccc2c(c1)C1CN(C)CCC1N2C(=O)c1cccnc1Cl (stereo unspecified)	-65	20	103	-11
CCC(=NCc1cc(OC)cc(OC)c1)c1c(O)n(C2CCCCC2)c(=O)[nH]c1=O	5	-12	99	5
COc1cc(CN=C(C)c2c(O)n(C3CCCCC3)c(=O)[nH]c2=O)cc(OC)c1	2	-10	104	4
CN1C(=O)N(C)C(=O)C2(Cc3ccccc3N3CCCC32)C1=O (stereo unspecified)	-70	-27	101	-14
C/C(=N\NP(=S)(c1ccccc1)c1ccccc1)c1ccc(O)cc1O	-57	-10	100	3
O=C(Cc1ccc([N+](=O)[O-])cc1)N1CCN(Cc2ccc3c(c2)OCO3)CC1	4	-4	99	17
CCC1C(c2ccccc2)NC(c2ccccc2)CC1(O)c1ccc(F)cc1 (stereo unspecified)	-42	1	103	25
O=C1NC(=O)N(Cc2ccc(F)cc2)C(=O)/C1=C\c1ccoc1	-40	-6	98	1
CCC(=NCC1CCCO1)c1c(O)n(-c2ccc(OC)cc2)c(=O)[nH]c1=O (stereo unspecified)	-3	0	103	-4
C=CCn1c(O)c(C(C)=Nc2cccc(C(F)(F)F)c2)c(=O)[nH]c1=O	-3	-11	102	-15
c1ccc(CNc2c3c(nc4ccccc24)CCC3)cc1	18	-16	99	41
CCCCC(=O)N/N=C/c1c(O)n(Cc2ccc(F)cc2)c(=O)[nH]c1=O	-63	5	102	-120
CCC(=NCc1cccnc1)c1c(O)n(-c2ccccc2C)c(=O)[nH]c1=O	6	-8	95	1
CC(C(=O)c1c[nH]c2ccccc12)N1CCN(C(=O)c2ccco2)CC1 (stereo unspecified)	-31	3	103	6
O=C1NC(=O)N(c2cccc(F)c2)C(=O)/C1=C/c1ccc(N2CCOCC2)cc1	-25	-14	98	4
C=CCn1c(O)c(C=NC2CCN(Cc3ccccc3)CC2)c(=O)[nH]c1=O	-40	8	103	11
O=C1NC(=O)C(=Cc2ccc(Sc3ccccc3)o2)C(=O)N1	-83	3	89	16
CN1C(=O)/C(=C/C=C/c2ccco2)C(=O)NC1=S	-40	-1	99	35
CCOC(=O)C(O)(c1ccc(NC(=O)NC)cc1)C(F)(F)F (stereo unspecified)	2	-8	101	18

# One compound at a time, from the list above:
# Shown for c1ccc(CNc2c3c(nc4ccccc24)CCC3)cc1 → Mcl1 Bid PPI: 18; Pf gametocyte: -16; RGS8-Gao: 99; Mcl1 Noxa PPI: 41
# Shown for CN1C(=O)/C(=C\c2ccc(Br)s2)C(=O)NC1=S → Mcl1 Bid PPI: nt; Pf gametocyte: -11; RGS8-Gao: nt; Mcl1 Noxa PPI: nt
# Shown for CC(=Nc1ccc(F)cc1)c1c(O)n(C)c(=O)[nH]c1=O → Mcl1 Bid PPI: nt; Pf gametocyte: 3; RGS8-Gao: nt; Mcl1 Noxa PPI: nt

# The listing continues.
mol	Mcl1 Bid PPI	Pf gametocyte	RGS8-Gao	Mcl1 Noxa PPI
C=CCn1c(O)c(C(CC)=Nc2cccc(C(=O)O)c2)c(=O)[nH]c1=O	-24	18	99	12
CC(=NCC1CCCO1)c1c(O)n(-c2ccccc2C)c(=O)[nH]c1=O (stereo unspecified)	9	10	99	-4
O=c1[nH]c(=O)n(CCC2=CCCCC2)c(O)c1/C=N/Nc1cccc2ccccc12	-66	18	100	-3
CCCCC(=O)N/N=C/c1c(O)n(-c2cccc3ccccc23)c(=O)[nH]c1=O	-110	-12	102	-89
NC(Cc1nc2ccccc2[nH]1)c1ccc(Cl)cc1 (stereo unspecified)	-51	10	103	18
O=C(N/N=C/c1c(O)n(CCc2ccccc2)c(=O)[nH]c1=O)c1ccccc1	-95	7	95	-88
CCC(=NCc1cccnc1)c1c(O)n(-c2ccc(Cl)cc2)c(=O)[nH]c1=O	2	-16	92	11
CCOc1ccc(-c2cc(C)[n+](CCN(CC)CC)c(-c3ccc(OCC)cc3)c2)cc1	-25	18	103	17

# Only part of the results is shown; rates above refer to the full screens.
